Bioassay records: PubChem BioAssay, Sanford-Burnham Center for Chemical Genomics
mIAP activ = mouse IAP activation | muIAP, CDP-Star luminescence, 30 min; stronger effect = higher value; 1 = vehicle-only enzyme signal, 0 = enzyme-free wells | activation factor at 10 µM | hit rate 0.24% among 330,000;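 active means activation factor of at least 2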; further: the source names both 10 and 20 µM as test concentration; values of inactives mirror those of a sister screen read the other way
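Assay system: mouse IAP enzyme; reagent: chemiluminescent substrate CDP-Star; dosing: test compounds delivered from DMSO solution; schedule: 30 min at room temperature; measured by: luminescence from enzymatic CDP-Star hydrolysis; controls: DMSO-only wells and no-enzyme negative control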
tim10-1 inh = tim10-1 yeast growth inhibition | S. cerevisiae tim10-1 ts strain growth, BacTiter-Glo, 24 h | hit rate 2.2% among 330,000 | inhibition, % at 20 µM;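 active means inhibition of at least 40%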;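 further: mutant grown at 25 °C; 0% = DMSO wells with yeast and 100% = wells holding no yeast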
ATG4B inh = blocks human ATG4B protease cleavage of LC3 substrate; Q9Y4P1; ATG4B cleavage of LC3-PLA2, NBD-HPC fluorescence, 1 h; inhibition, % at 8.33 µM; hit rate 0.51% among 340,000; AID 504462; in the data active means inhibition above about 40%
NLRP3 yeast inh = inhibitors of NALP3 inflammasome in yeast. AID 2825. hit rate 0.39% among 330,000. Yeast reconstituted NLRP3/ASC/caspase-1, beta-gal luminescence, 24 h. inhibition, % at 10 µM;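 active means inhibition of 50% or more; inactive means inhibition below 50%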;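 further: plate controls were induced DMSO wells for no effect and uninduced yeast grown without galactose for full effect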
mIAP inh = blocks mouse intestinal alkaline phosphatase; purified mouse IAP, CDP-Star luminescence, 30 min; inhibition, % at 10 µM; AID 2806; hit rate 0.2% among 330,000;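 active means inhibition of at least 40% at 10 µM in the primary screen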;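 further: plate controls were DMSO with enzyme for no effect and no enzyme wells for full effect; values of inactives mirror those of a sister screen read the other way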
hIAP inh = human IAP inhibition; P09923; purified IAP, CDP-Star luminescence, 30 min; inhibition, % at 10 µM; hit rate 0.12% among 330,000;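 active means inhibition reaching a set limit with compound at 10 µM in the primary screen, cut at about 35% in these data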;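 further: plate controls were DMSO wells with enzyme for no effect and no-enzyme buffer wells for full effect; values of inactives mirror those of a sister screen read the other way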
TIM10 inh = TIM10 yeast growth inhibition; S. cerevisiae TIM10 strain growth, BacTiter-Glo luminescence, 24 h; inhibition, % at 10 µM; hit rate 1.4% among 330,000; AID 463195;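 active means inhibition of 40% or more at the single tested concentration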;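 further: wild-type TIM10 isogenic control strain grown at permissive 25 °C; 0% = DMSO yeast wells and 100% = minimal medium wells without yeast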
hIAP activ = human IAP activation; P09923; purified human IAP, CDP-Star luminescence, 30 min; stronger effect = higher value; 1 = vehicle-only enzyme, 0 = enzyme-free background; activation factor at 10 µM; hit rate 0.16% among 330,000;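 active means activation factor of the enzyme at least 2-fold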; further: the source names both 10 and 20 µM as test concentration; values of inactives mirror those of a sister screen read the other way
Apaf-1 inh = human Apaf-1 inhibition; inhibition, % at 20 µM; hit rate 0.71% among 330,000; reconstituted apoptosome caspase-3 activity, DEVD-Rh110 fluorescence; O14727; active means inhibition of at least 40% at 20 µM;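 further: plate controls were DMSO wells for no effect and DEVD-CHO caspase inhibitor wells for full effect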
Target sequence (O14727 whole entry, looked up): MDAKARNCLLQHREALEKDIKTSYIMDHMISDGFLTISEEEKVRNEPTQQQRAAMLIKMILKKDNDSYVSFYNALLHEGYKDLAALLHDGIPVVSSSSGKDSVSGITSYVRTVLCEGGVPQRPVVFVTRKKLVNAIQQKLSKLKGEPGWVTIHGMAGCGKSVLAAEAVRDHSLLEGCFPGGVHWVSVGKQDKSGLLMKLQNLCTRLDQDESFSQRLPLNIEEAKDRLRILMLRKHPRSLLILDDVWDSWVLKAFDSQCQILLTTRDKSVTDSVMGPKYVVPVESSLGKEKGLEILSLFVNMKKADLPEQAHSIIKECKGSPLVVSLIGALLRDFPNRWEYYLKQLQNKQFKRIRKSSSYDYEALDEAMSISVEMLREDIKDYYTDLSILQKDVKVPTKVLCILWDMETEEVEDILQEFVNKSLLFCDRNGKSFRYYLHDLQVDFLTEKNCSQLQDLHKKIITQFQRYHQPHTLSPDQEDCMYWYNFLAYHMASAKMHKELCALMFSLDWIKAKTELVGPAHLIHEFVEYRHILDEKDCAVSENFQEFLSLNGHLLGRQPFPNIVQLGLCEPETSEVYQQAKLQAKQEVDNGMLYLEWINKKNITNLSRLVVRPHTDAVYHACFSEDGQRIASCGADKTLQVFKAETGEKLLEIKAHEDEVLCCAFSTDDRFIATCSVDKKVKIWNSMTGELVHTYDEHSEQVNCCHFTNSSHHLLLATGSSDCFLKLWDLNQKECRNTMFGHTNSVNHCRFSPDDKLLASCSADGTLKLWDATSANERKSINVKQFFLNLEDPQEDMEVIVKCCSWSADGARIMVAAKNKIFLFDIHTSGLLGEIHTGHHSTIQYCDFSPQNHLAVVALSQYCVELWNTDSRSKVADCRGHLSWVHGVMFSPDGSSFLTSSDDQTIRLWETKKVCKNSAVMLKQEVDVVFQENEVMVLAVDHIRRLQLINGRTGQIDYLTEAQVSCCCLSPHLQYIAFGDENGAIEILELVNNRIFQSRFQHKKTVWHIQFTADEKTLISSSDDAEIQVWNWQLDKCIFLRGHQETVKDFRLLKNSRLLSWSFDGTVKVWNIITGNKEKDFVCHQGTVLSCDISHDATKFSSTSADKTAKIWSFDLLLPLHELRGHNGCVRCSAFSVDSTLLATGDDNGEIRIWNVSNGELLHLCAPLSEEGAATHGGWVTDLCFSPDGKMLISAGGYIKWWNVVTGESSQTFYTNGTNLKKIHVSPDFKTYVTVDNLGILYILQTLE
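System – cell-free apoptosome with Apaf-1, procaspase-3 and caspase-9 · Buffer or medium – pH 7.5 Hepes buffer with CHAPS, BSA, DTT · Also added – cytochrome c with DEVD-Rh110 · Times – 30 min compound preincubation, 50 min activation, room temperature · Technique – Rh110 fluorescence intensity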
* marks the source's active call; other numbers are inactive results. Random draw from the library; 4.5% or so of the library scored in one or more.

Results for COC(=O)c1cc(NC(=O)c2cc3ccccc3o2)cc(C(=O)OC)c1 ?
mIAP activ: 0.97; tim10-1 inh: 12; ATG4B inh: -2; NLRP3 yeast inh: 22; mIAP inh: 3; hIAP inh: -16; TIM10 inh: 13; hIAP activ: 1.2; Apaf-1 inh: 3

What do the screens show for `Cc1ccc(N(CC(=O)NC2CCCCC2)C(=O)CCC(=O)Nc2nccs2)cc1`?
mIAP activ: 1.1; tim10-1 inh: -6; ATG4B inh: -1; NLRP3 yeast inh: 14; mIAP inh: -5; hIAP inh: 19; TIM10 inh: 5; hIAP activ: 0.81; Apaf-1 inh: 13

Results for COCc1nnc(NC(=O)c2sc3ccccc3c2Cl)s1 ?
mIAP activ: 0.79; tim10-1 inh: 12; ATG4B inh: -10; NLRP3 yeast inh: 9; mIAP inh: 22; hIAP inh: 10; TIM10 inh: 11; hIAP activ: 0.9; Apaf-1 inh: -1

Results for Cc1ccc(-n2c(O)c(C=NCc3ccccn3)c3ccccc3c2=O)cc1 ?
mIAP activ: 1; tim10-1 inh: 27; ATG4B inh: -14; NLRP3 yeast inh: 9; mIAP inh: 0; hIAP inh: -4; TIM10 inh: 18; hIAP activ: 1; Apaf-1 inh: 6

Results for Brc1ccc2ncnc(NCc3cccnc3)c2c1 ?
mIAP activ: 0.9; tim10-1 inh: 17; ATG4B inh: -12; NLRP3 yeast inh: 9; mIAP inh: 10; hIAP inh: 9; TIM10 inh: 17; hIAP activ: 0.91; Apaf-1 inh: -12

Results for CCCCNC(=O)c1ccc2c(OCC)n(CCCC)nc2c1 ?
mIAP activ: 0.99; tim10-1 inh: 18; ATG4B inh: 0; NLRP3 yeast inh: 11; mIAP inh: 1; hIAP inh: 14; TIM10 inh: 12; hIAP activ: 0.85; Apaf-1 inh: 0

What do the screens show for `COC(=O)N[C@@H]1C[C@H]2[C@@H]3CC[C@H]4C[C@@H](OC)CC[C@]4(C)[C@H]3CC[C@@]12C`?
mIAP activ: 1; tim10-1 inh: 2; ATG4B inh: 0; NLRP3 yeast inh: 44; mIAP inh: -2; hIAP inh: -1; TIM10 inh: 6; hIAP activ: 1; Apaf-1 inh: 14

What do the screens show for `O=C(CCc1nc2ccccc2c(=O)[nH]1)Nc1ccc(Cl)c(Cl)c1`?
mIAP activ: 0.85; tim10-1 inh: 7; ATG4B inh: -15; NLRP3 yeast inh: -2; mIAP inh: 15; hIAP inh: 1; TIM10 inh: -2; hIAP activ: 0.99; Apaf-1 inh: 14

Results for C[C@@H](NC(=O)c1nc[nH]c1C(=O)N(C)Cc1ccccc1)c1ccccc1 ?
mIAP activ: 1; tim10-1 inh: 3; ATG4B inh: -9; NLRP3 yeast inh: 21; mIAP inh: -2; hIAP inh: -20; TIM10 inh: 6; hIAP activ: 1.2; Apaf-1 inh: 4

How did Cc1ccc(Cl)cc1N1CCN(S(=O)(=O)c2ccc3[nH]c(=O)c(=O)[nH]c3c2)CC1 do in these assays?
mIAP activ: 0.91; tim10-1 inh: 5; ATG4B inh: 5; NLRP3 yeast inh: -3; mIAP inh: 9; hIAP inh: 0; TIM10 inh: 12; hIAP activ: 1; Apaf-1 inh: 30

What do the screens show for `COc1ccc(C2CC(C(F)(F)F)n3ncc(C(=O)Nc4c(C)n(C)n(-c5ccccc5)c4=O)c3N2)cc1` (centres undefined)?
mIAP activ: 1.1; tim10-1 inh: 4; ATG4B inh: -6; NLRP3 yeast inh: 5; mIAP inh: -6; hIAP inh: -9; TIM10 inh: 5; hIAP activ: 1.1; Apaf-1 inh: -7

Results for O=C1Nc2ccccc2/C1=N\N=C\C1=C(N2CCOCC2)C(=C\c2ccccc2)/CC1 ?
mIAP activ: 0.88; tim10-1 inh: 61*; NLRP3 yeast inh: -6; mIAP inh: 12; hIAP inh: 17; TIM10 inh: 47*; hIAP activ: 0.83; Apaf-1 inh: 6

Results for N/C(Cc1ccc([N+](=O)[O-])cc1)=N\OC(=O)c1ccccc1Br ?
mIAP activ: 0.97; tim10-1 inh: 52*; ATG4B inh: -6; NLRP3 yeast inh: 20; mIAP inh: 3; hIAP inh: -5; TIM10 inh: 88*; hIAP activ: 1; Apaf-1 inh: 6

Results for COc1ccc(C(CC(=O)O)NC(=O)c2sc3ccccc3c2Cl)cc1 (centres undefined) ?
mIAP activ: 0.99; tim10-1 inh: 11; ATG4B inh: 1; NLRP3 yeast inh: 18; mIAP inh: 1; hIAP inh: 24; TIM10 inh: 14; hIAP activ: 0.76; Apaf-1 inh: 2

What do the screens show for `C[C@H](NC(=O)[C@@H]1Cc2ccccc2CN1C(=O)OC(C)(C)C)C(=O)NCc1ccco1`?
mIAP activ: 0.97; tim10-1 inh: -1; ATG4B inh: 2; NLRP3 yeast inh: 8; mIAP inh: 3; hIAP inh: -5; TIM10 inh: 8; hIAP activ: 1; Apaf-1 inh: 6

Results for CCS(=O)(=O)N1CCCC(C(=O)NCCc2ccc(OC)c(OC)c2)C1 (centres undefined) ?
mIAP activ: 1; tim10-1 inh: 7; ATG4B inh: -21; NLRP3 yeast inh: 6; mIAP inh: -4; hIAP inh: 1; TIM10 inh: -11; hIAP activ: 0.99; Apaf-1 inh: 11

Results for CC(C)=C1C2CCC1C1C(=O)N(c3ccc(C)c(C)c3)C(=O)C21 (centres undefined) ?
mIAP activ: 1; tim10-1 inh: -1; ATG4B inh: 2; NLRP3 yeast inh: 21; mIAP inh: -4; hIAP inh: -15; TIM10 inh: -7; hIAP activ: 1.2; Apaf-1 inh: 2

What do the screens show for `CCCC(=O)Nc1ccc(C2C(=O)c3ccccc3C2=O)cc1`?
mIAP activ: 1.1; tim10-1 inh: 25; ATG4B inh: -7; NLRP3 yeast inh: 14; mIAP inh: -6; hIAP inh: -20; TIM10 inh: 14; hIAP activ: 1.2; Apaf-1 inh: -1

How did NS(=O)(=O)c1ccc(NC(=S)NC(=O)c2ccc(-c3ccccc3)cc2)cc1 do in these assays?
mIAP activ: 0.86; tim10-1 inh: 15; ATG4B inh: -7; NLRP3 yeast inh: 9; mIAP inh: 14; hIAP inh: 9; TIM10 inh: 7; hIAP activ: 0.91; Apaf-1 inh: -22

How did FC(F)(F)c1ccccc1N/N=C/c1cccnc1 do in these assays?
mIAP activ: 1.1; tim10-1 inh: -10; ATG4B inh: -7; NLRP3 yeast inh: 2; mIAP inh: -8; hIAP inh: -6; TIM10 inh: -26; hIAP activ: 1.1; Apaf-1 inh: 10

Arranged by SMILES length (falling): some entries from above
How did NS(=O)(=O)c1ccc(NC(=S)NC(=O)c2ccc(-c3ccccc3)cc2)cc1 do in these assays?
mIAP activ: 0.86; tim10-1 inh: 15; ATG4B inh: -7; NLRP3 yeast inh: 9; mIAP inh: 14; hIAP inh: 9; TIM10 inh: 7; hIAP activ: 0.91; Apaf-1 inh: -22

What do the screens show for `Cc1ccc(N(CC(=O)NC2CCCCC2)C(=O)CCC(=O)Nc2nccs2)cc1`?
mIAP activ: 1.1; tim10-1 inh: -6; ATG4B inh: -1; NLRP3 yeast inh: 14; mIAP inh: -5; hIAP inh: 19; TIM10 inh: 5; hIAP activ: 0.81; Apaf-1 inh: 13

Results for N/C(Cc1ccc([N+](=O)[O-])cc1)=N\OC(=O)c1ccccc1Br ?
mIAP activ: 0.97; tim10-1 inh: 52*; ATG4B inh: -6; NLRP3 yeast inh: 20; mIAP inh: 3; hIAP inh: -5; TIM10 inh: 88*; hIAP activ: 1; Apaf-1 inh: 6

Results for CCCCNC(=O)c1ccc2c(OCC)n(CCCC)nc2c1 ?
mIAP activ: 0.99; tim10-1 inh: 18; ATG4B inh: 0; NLRP3 yeast inh: 11; mIAP inh: 1; hIAP inh: 14; TIM10 inh: 12; hIAP activ: 0.85; Apaf-1 inh: 0

(listing goes on)
What do the screens show for `Cc1cccc(-c2nnc3n2N=C(c2ccccc2)CS3)c1`?
mIAP activ: 0.93; tim10-1 inh: 21; ATG4B inh: -7; NLRP3 yeast inh: 1; mIAP inh: 7; hIAP inh: 8; TIM10 inh: -3; hIAP activ: 0.92; Apaf-1 inh: 3

Results for CSCCCc1cn([C@@H](CO)C(=O)NCCCCCCCCCCC(=O)N2CCNCC2)nn1 ?
mIAP activ: 1.1; tim10-1 inh: -3; ATG4B inh: -2; NLRP3 yeast inh: 10; mIAP inh: -8; hIAP inh: 6; TIM10 inh: -2; hIAP activ: 0.94; Apaf-1 inh: 10

Results for Cc1[nH]c(=S)[nH]c(=O)c1Cc1ccccc1 ?
mIAP activ: 1; tim10-1 inh: 14; ATG4B inh: -2; NLRP3 yeast inh: -1; mIAP inh: -2; hIAP inh: 0; TIM10 inh: -3; hIAP activ: 1; Apaf-1 inh: -16

Results for CCOc1ccc(NC(=S)N2CCC(NC(=O)c3ccccc3C)CC2)cc1 ?
mIAP activ: 0.98; tim10-1 inh: -28; ATG4B inh: -18; NLRP3 yeast inh: 16; mIAP inh: 2; hIAP inh: 11; TIM10 inh: 6; hIAP activ: 0.89; Apaf-1 inh: 1

What do the screens show for `COc1ccc(OC)c(NC(=O)CSc2nnc(-c3ccco3)n2-c2ccc(C(=O)O)cc2)c1`?
mIAP activ: 1.1; tim10-1 inh: 3; ATG4B inh: -2; NLRP3 yeast inh: -16; mIAP inh: -10; hIAP inh: 3; TIM10 inh: 6; hIAP activ: 0.97; Apaf-1 inh: 10

What do the screens show for `O=C1Nc2ccccc2C1=Nc1cccc([N+](=O)[O-])c1`?
mIAP activ: 0.99; tim10-1 inh: 20; ATG4B inh: 2; NLRP3 yeast inh: 10; mIAP inh: 1; hIAP inh: 3; TIM10 inh: 0; hIAP activ: 0.97; Apaf-1 inh: 1

What do the screens show for `COc1ccc(CCNC(=O)CSc2nc3ccccc3o2)cc1OC`?
mIAP activ: 0.98; tim10-1 inh: 15; ATG4B inh: -7; NLRP3 yeast inh: 12; mIAP inh: 2; hIAP inh: 0; TIM10 inh: -5; hIAP activ: 1; Apaf-1 inh: -4

How did COc1ccc(C2/C=C\CN(C(=O)c3ccccc3)CC(=O)N2Cc2ccc(F)cc2)cc1 (centres undefined) do in these assays?
mIAP activ: 1.1; tim10-1 inh: 15; ATG4B inh: -10; NLRP3 yeast inh: 4; mIAP inh: -9; hIAP inh: 2; TIM10 inh: 6; hIAP activ: 0.98; Apaf-1 inh: 11

Results for O=C(Nc1ccc2oc(Cc3ccc(Cl)cc3)nc2c1)c1cccnc1 ?
mIAP activ: 1; tim10-1 inh: 10; ATG4B inh: 3; NLRP3 yeast inh: 14; mIAP inh: -2; hIAP inh: -17; TIM10 inh: 17; hIAP activ: 1.2; Apaf-1 inh: -17

Results for O=C(Cn1cnc([N+](=O)[O-])n1)N/N=C/c1ccc2ccccc2c1 ?
mIAP activ: 1; tim10-1 inh: 7; ATG4B inh: -18; NLRP3 yeast inh: 6; mIAP inh: -4; hIAP inh: 4; TIM10 inh: -41; hIAP activ: 0.96; Apaf-1 inh: 3

Results for Cn1c(=O)c2c(ncn2CC(=O)OCC(=O)Nc2ccc(F)cc2F)n(C)c1=O ?
mIAP activ: 1; tim10-1 inh: 5; ATG4B inh: 5; NLRP3 yeast inh: 14; mIAP inh: -1; hIAP inh: -5; TIM10 inh: 0; hIAP activ: 1; Apaf-1 inh: 2
